# Screens deposited in PubChem by several laboratories.
# eIF4E-4G inh = eIF4E/eIF4G interaction inhibition in translation initiation; inhibition, % at 21.7 µM; AID 782; TR-FRET eIF4E-eIF4GI(517-606) binding, 2 h; P63073+Q04637; 0.37% of 220,000 active;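 active = inhibition above about 30%, limit read from the data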;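 note: 0% = full FRET control wells and 100% = background wells lacking eIF4GI fragment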
# Target sequence (P63073 whole entry, looked up, the tested form may be a part): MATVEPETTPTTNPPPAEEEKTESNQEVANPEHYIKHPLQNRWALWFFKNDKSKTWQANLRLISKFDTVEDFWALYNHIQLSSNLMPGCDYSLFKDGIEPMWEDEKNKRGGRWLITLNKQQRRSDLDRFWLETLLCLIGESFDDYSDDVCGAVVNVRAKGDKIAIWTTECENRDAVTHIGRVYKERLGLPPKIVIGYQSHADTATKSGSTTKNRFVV
# Target sequence (Q04637 whole entry, looked up, the tested form may be a part): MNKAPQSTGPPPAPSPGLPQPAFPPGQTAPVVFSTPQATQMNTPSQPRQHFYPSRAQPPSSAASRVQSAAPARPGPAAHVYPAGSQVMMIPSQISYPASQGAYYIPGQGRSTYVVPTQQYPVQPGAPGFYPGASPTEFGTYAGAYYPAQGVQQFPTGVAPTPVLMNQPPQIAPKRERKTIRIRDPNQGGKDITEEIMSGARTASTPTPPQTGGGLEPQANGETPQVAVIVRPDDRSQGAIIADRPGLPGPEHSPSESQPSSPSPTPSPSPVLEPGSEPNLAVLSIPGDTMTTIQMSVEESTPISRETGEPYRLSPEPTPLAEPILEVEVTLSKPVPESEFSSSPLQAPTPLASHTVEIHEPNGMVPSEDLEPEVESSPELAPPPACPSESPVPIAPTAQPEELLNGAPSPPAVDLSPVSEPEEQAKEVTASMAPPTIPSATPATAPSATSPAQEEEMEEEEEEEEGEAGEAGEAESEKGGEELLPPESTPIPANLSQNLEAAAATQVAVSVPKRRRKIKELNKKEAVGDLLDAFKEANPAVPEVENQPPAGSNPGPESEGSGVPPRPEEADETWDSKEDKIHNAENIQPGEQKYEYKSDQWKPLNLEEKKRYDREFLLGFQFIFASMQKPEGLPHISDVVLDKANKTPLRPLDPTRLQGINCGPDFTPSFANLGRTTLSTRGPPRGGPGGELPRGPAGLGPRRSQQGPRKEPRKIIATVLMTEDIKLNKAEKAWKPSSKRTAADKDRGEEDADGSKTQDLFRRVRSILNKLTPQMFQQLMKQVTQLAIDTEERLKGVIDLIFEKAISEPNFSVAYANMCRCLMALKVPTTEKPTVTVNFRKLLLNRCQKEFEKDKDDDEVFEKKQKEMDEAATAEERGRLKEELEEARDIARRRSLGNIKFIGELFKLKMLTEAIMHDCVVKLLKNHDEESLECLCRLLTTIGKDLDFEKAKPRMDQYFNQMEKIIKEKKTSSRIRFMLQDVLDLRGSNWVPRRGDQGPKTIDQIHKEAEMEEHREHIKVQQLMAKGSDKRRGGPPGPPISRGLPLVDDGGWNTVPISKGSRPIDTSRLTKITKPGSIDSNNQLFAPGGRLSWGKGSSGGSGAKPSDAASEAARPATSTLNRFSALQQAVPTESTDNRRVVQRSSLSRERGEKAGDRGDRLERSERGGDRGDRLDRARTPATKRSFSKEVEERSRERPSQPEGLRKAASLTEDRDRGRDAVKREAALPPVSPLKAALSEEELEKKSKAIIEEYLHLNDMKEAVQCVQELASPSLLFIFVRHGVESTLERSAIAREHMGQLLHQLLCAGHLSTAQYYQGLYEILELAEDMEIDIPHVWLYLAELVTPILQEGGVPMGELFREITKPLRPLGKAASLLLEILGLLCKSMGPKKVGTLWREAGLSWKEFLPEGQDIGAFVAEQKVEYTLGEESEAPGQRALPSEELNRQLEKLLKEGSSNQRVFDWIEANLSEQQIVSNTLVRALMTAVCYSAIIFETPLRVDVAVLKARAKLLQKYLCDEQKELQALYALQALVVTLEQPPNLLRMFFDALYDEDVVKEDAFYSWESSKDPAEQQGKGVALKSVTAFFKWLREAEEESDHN
# S1P4 ag = human S1P4 receptor agonism. O95977. S1P4-expressing cell line, agonist reporter assay. activation, % at 4.98 µM. 0.35% of 220,000 active; in the data active = activation above about 11%;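 note: 0% = DMSO vehicle and 100% = reference agonist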
# p97 inhibitor = human p97 ATPase inhibition. P55072. inhibition, % at 8 µM. recombinant p97 ATPase, Kinase-Glo ATP luminescence, 3 h. 0.42% of 220,000 active; in the data active = inhibition above about 15%;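 note: 0% = DMSO vehicle and 100% = wells lacking enzyme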
# PGE2 EP2 inh = blocks the human prostaglandin E2 receptor EP2; P43116; C6 glioma cells expressing human EP2, cAMP TR-FRET; cells stimulated with saturating PGE2; inhibition, % at 25 µM; 0.52% of 260,000 active; AID 1422;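 active = percent inhibition above 40 after rounding to a whole number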;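 note: rat C6 glioma host cells with rolipram phosphodiesterase inhibitor present; the protocol text gives 20 µM as final concentration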
# NPY Y1 blocker = NPY-Y1 (human) receptor antagonism; 1% of 200,000 active; P25929; AID 1040; HEK293-CNG Y1 cells, membrane potential fluorescence; NPY at EC95, then isoproterenol; inhibition, % at 3.6 µM;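 active = inhibition above the campaign mean inhibition of all tested compounds plus 3 SD, cut at about 20% in these data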;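 note: 0% = DMSO wells given NPY plus isoproterenol and 100% = isoproterenol alone without NPY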
#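 System: HEK293 cells with Y1 receptor plus CNG channel / Probe or stimulus: NPY 25 nM then isoproterenol 1 µM plus Ro 20-1724 25 µM / Compound: one concentration, 3.6 µM, in 0.4% DMSO / Schedule: compound incubation 1 h at room temperature, readout 45 min post-stimulation / Measured by: membrane potential fluorescence / Read-out: % inhibition of NPY effect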
# NPY-Y1 PAM-ag = potentiators or agonists of human neuropeptide Y receptor Y1. 0.37% of 220,000 active. activation, % at 3.6 µM. AID 1304. P25929. NPY-Y1 expressing cells, potentiator/agonist activation; in the data active = activation above about 33%, passing the limit was not always enough;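 note: cells stimulated with NPY at EC10 then isoproterenol at EC100; 0% = low agonist plus stimulus and 100% = saturating agonist plus stimulus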
# S1P4 antag = antagonists of human S1P4 receptor; O95977; S1P4-expressing cells, antagonist mode, reporter read-out; inhibition, % at 4.98 µM; 0.26% of 220,000 active; AID 1510; in the data active = inhibition above about 29%;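 note: 0% = wells stimulated with agonist and 100% = vehicle wells without agonist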
# EP2 mod = EP2 receptor (human) modulation. EP2-expressing cells, cAMP HTRF FRET, PGE2 co-stimulation. P43116. 0.83% of 260,000 active. induction, % at 25 µM;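 active = compounds whose cAMP rise, as percent of the full-agonist control response, exceeds 60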;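 note: rat C6 glioma line stably carrying human EP2 under a CMV promoter; the protocol text gives 20 µM as final concentration; 100% = response of wells given 1 µM PGE2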
# NPY2 pot ag = potentiates or activates human NPY-Y2 receptor; activation, % at 3.6 µM; P49146; 0.45% of 220,000 active; AID 1359; cells expressing NPY-Y2, potentiator/agonist read-out; in the data active = activation above about 27%;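 note: cells stimulated with NPY near EC25 plus isoproterenol at EC100; 0% = vehicle plus submaximal agonist and 100% = vehicle plus saturating agonist; some results beyond the cut were filed as inactive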
# * = called active by the depositor; . = no result given; [ ] = another dose, or the depositor's remark. Not all compounds are listed; count on the stated rates, not on these rows.
# Results follow in this order: eIF4E-4G inh	S1P4 ag	p97 inhibitor	PGE2 EP2 inh	NPY Y1 blocker	NPY-Y1 PAM-ag	S1P4 antag	EP2 mod	NPY2 pot ag
- CCOC(=O)c1c(N)nn(C(=O)C(C)(C)C)c1-c1ccccc1
    2.2	1.7	0.6	2.9	1.5	8.7	-4.8	78.0*	-7.0
- CCn1c(SCc2ccc(Cl)cc2)nc2nc3c(cc2c1=O)CCCC3
    2.5	2.5	4.8	8.2	1.9	-20.4	-20.1	28.9	2.4
- COC(=O)c1ccc(CN2C(=O)NC(CC(C)C)C2=O)cc1 (stereo unspecified)
    1.2	0.7	-2.0	5.7	1.6	-0.5	-7.5	-5.2	-4.1
- Cc1ccc(NC(=O)Nc2nnc(Cc3ccc([N+](=O)[O-])cc3)s2)cc1C
    -0.4	4.5	1.9	3.1	6.7	-2.3	-2.0	3.0	10.7
- COC(=O)C1C(c2ccc(OC)cc2)C(C(=O)OC)S(=O)(=O)C(CCN2CCCCC2)S1(=O)=O (stereo unspecified)
    0.5	2.2	-4.4	6.7	3.9	-6.9	2.2	20.5	-6.8
- O=C(COC(=O)c1cccc(NS(=O)(=O)/C=C/c2ccccc2)c1)Nc1ccccc1OC(F)F
    16.0	0.5	4.1	2.9	-2.1	1.1	-1.4	-2.9	-9.0
- S=C(c1ccc(-c2ccc(Cl)cc2Cl)o1)N1CCCCC1
    -9.7	-0.3	-3.5	2.4	11.8	-15.7	-7.8	17.5	-23.1
- Cc1ccc(/C=C/C(=O)Nc2ccccc2C(N)=O)cc1
    12.3	1.9	-4.8	5.4	-0.4	12.3	8.2	-32.1	4.2
- Cc1cccc(N(C(=O)c2ccc(CN3CCOCC3)o2)C(C(=O)NC2CCCCC2)c2ccc(F)cc2)c1 (stereo unspecified)
    1.8	-1.8	0.9	14.6	1.4	-8.1	-0.9	-6.3	5.7
- CN=C(Nc1ccc(Cl)cc1)c1cccc(C(F)(F)F)c1
    3.6	1.5	-2.1	5.7	8.0	-0.1	-6.9	21.5	-3.4
- Cc1cc(=O)oc(C)c1C(=O)NCCC1=CCCCC1
    6.1	2.1	-6.1	6.3	2.9	5.2	-12.2	-14.0	-9.6
- O=C(COC(=O)c1ccc2c(c1)OCCO2)NCCC1=CCCCC1
    6.8	-0.1	0.9	18.6	11.4	-24.8	-13.5	-12.6	10.6
- CC(=O)n1nc(-c2ccccc2)nc1NCc1ccc(N(C)C)cc1
    -4.0	0.2	-3.9	7.7	12.6	-9.2	0.8	5.2	-5.8
- CCn1c(O)c(C=NC2CCCC2)sc1=S
    3.2	-0.3	2.3	2.7	-2.8	17.7	-6.7	-51.3	6.7
- Cc1ccc(N=C2NC(=O)CS2)c(C)c1
    3.6	1.2	3.2	3.8	-0.5	-2.1	-10.4	17.4	-6.4
- Cc1cc(NC(=O)CSc2nnc3ccccn23)no1
    -0.1	1.6	1.5	6.8	1.7	3.5	-4.5	16.7	-6.8
- Cc1cc2oc(=O)cc(CN3CCN(S(=O)(=O)c4cccs4)CC3)c2cc1C(C)C
    1.1	-1.1	-0.8	9.0	4.2	-21.5	-12.6	-3.1	-6.6
- Cc1ccc(C)c(NC(=O)c2cccc(Oc3ccc([N+](=O)[O-])cc3Cl)c2)c1
    6.7	2.1	-0.1	5.8	2.7	-32.1	-17.0	-7.3	7.3
- O=[N+]([O-])c1cccnc1SCc1c(F)cccc1Cl
    -0.8	-1.7	11.3	5.8	.	-0.9	11.4	58.9	-8.1
- Cc1ccc(S(=O)(=O)Nc2nccs2)cc1[N+](=O)[O-]
    -0.8	2.2	1.6	12.2	6.9	-3.9	-4.8	11.1	-2.5
- O=C1NCCCc2nonc21
    6.1	-2.0	3.9	8.8	0.6	-6.0	3.2	52.2	8.4
- CCCCOc1ccc(NC(=S)Nc2cc(C)nc(SCCCC)n2)cc1
    17.8[fluorescence artefact?]	2.2	1.9	0.6	-5.4	-7.2	-3.4	34.9	-0.3
- C=C(c1cccc2ccccc12)P(=O)(O)O
    -11.6	0.5	4.8	21.0	10.1	-18.9	-2.2	10.1	-2.0
- O=C(CSc1nnc2c(n1)[nH]c1ccccc12)OCc1ccccc1
    2.1	-2.5	-4.9	1.4	-0.7	-6.3	-13.9	9.8	-10.3
- O=C(NCCCN1CCOCC1)c1ccccc1NS(=O)(=O)c1cc([N+](=O)[O-])ccc1Cl
    0.2	0.8	-1.8	4.3	-2.6	17.9	2.9	30.5	3.9
- CC(Sc1cccc[n+]1[O-])C(=O)Nc1ccc(Oc2ccccc2)cc1 (stereo unspecified)
    3.1	1.8	9.9	10.0	-0.7	-12.4	-8.0	-24.4	-3.1
- Cc1ccc(NC(=O)Cn2nc(C)c([N+](=O)[O-])c2C)cc1Cl
    4.2	2.6	1.2	4.1	-6.3	-4.2	-4.6	-24.7	8.8
- Cc1cc(NCc2ccccc2)nc(-c2ccccc2O)n1
    -3.7	1.5	20.4*	11.6	-1.3	-12.8	0.0	-42.3	14.0
- O=C1CN(C(=O)CSc2nc(-c3ccc(Cl)cc3)cs2)c2ccccc2N1
    -1.1	-1.1	2.8	7.5	7.0	-6.7	-10.2	13.5	2.2
- O=S(=O)(c1cccc(Cl)c1Cl)N1CCN(C(=S)NCCCN2CCOCC2)CC1
    4.1	0.7	3.6	8.1	3.9	4.1	-3.0	-38.7	-5.2

# Carrying on.
# Labels used below: A = eIF4E-4G inh; B = S1P4 ag; C = p97 inhibitor; D = PGE2 EP2 inh; E = NPY Y1 blocker; F = NPY-Y1 PAM-ag; G = S1P4 antag; H = EP2 mod; I = NPY2 pot ag
> CCCc1cc(C(=O)N2CCN(c3ccccc3C)CC2)cs1
  A: -1.0; B: -1.2; C: -5.0; D: 12.1; E: 2.6; F: -7.0; G: -36.4; H: -19.0; I: -8.7
> O=[N+]([O-])c1cc([N+](=O)[O-])c2cccnc2c1O
  A: -1.5; B: -1.5; C: -0.5; D: 7.1; E: .; F: -28.5; G: 4.9; H: -11.1; I: -22.8
> C=CCn1c(NCc2c[nH]c3ccccc23)nc2ccccc21
  A: -2.4[fluorescence artefact?]; B: -0.4; C: -8.8; D: 27.5; E: 6.1; F: -12.1; G: -11.2; H: -35.5; I: -6.4
> COc1cccc(C2C(C(=O)Nc3ccc(C)cc3C)=C(C)Nc3ncnn32)c1OC (stereo unspecified)
  A: .; B: 1.1; C: -1.7; D: 8.3; E: -0.5; F: 22.9; G: 0.0; H: .; I: 21.8
> COc1ccccc1NC(=O)/C=C1\NC(=O)CS1
  A: -1.7; B: -0.3; C: 1.9; D: 6.2; E: 0.2; F: -4.0; G: 9.3; H: -3.4; I: -2.1
> O=C(CCc1[nH]c2ccccc2c1Sc1ccccc1)N(CCO)CCO
  A: -1.1; B: -0.4; C: 0.0; D: 8.2; E: 1.9; F: -0.5; G: -19.4; H: -5.7; I: 10.2
> CCOC(=O)CCC(=O)N1CCOCCOCCOCC1
  A: -4.0[fluorescence artefact?]; B: 1.6; C: 4.3; D: 9.4; E: 4.2; F: 13.6; G: -9.2; H: 5.1; I: 4.2
> Cc1ccc(CSC2=NCCN2C(=O)c2ccc(S(=O)(=O)N(C)C)cc2)cc1
  A: -1.2; B: 2.2; C: 0.0; D: 3.5; E: 1.1; F: -6.6; G: -16.9; H: -11.8; I: -8.4
> CCOCCCNS(=O)(=O)c1ccc(NC(=O)N2c3ccccc3Sc3ccccc32)cc1
  A: 9.3; B: 34.0*; C: 3.2; D: 12.9; E: -6.2; F: 14.4; G: -0.4; H: 0.2; I: 17.5
> O=C(c1cccs1)N1CCN(Cc2ccccc2[N+](=O)[O-])CC1
  A: 5.3; B: -0.5; C: 1.6; D: 5.7; E: -6.7; F: 2.7; G: -10.4; H: -75.9; I: 3.1
> Cc1cc[n+](C(C)C(=O)c2ccc(-c3ccccc3)cc2)cc1 (stereo unspecified)
  A: 5.3; B: -0.2; C: 1.5; D: 7.7; E: 4.0; F: 8.9; G: -7.3; H: -5.9; I: 1.9
> O=C(O)c1cc(NS(=O)(=O)c2ccc(N3CCOCC3)c([N+](=O)[O-])c2)cc(C(=O)O)c1
  A: 0.4[fluorescence artefact?]; B: 2.0; C: -4.0; D: 9.4; E: 5.4; F: -6.6; G: -16.2; H: 34.0; I: -0.9
> COc1ccc(CC(=O)NCc2nnc(SCC(=O)N3CCN(c4ccccc4)CC3)n2C)cc1
  A: .; B: 0.8; C: 2.9; D: .; E: -4.3; F: -21.5; G: -16.4; H: .; I: 11.2
> COc1cccc(NC(=O)c2cc(C(=O)Nc3cccc(OC)c3)n(C)n2)c1
  A: 11.9; B: 0.3; C: -1.9; D: 28.0; E: -1.1; F: -31.3; G: -17.8; H: 13.2; I: -3.9
> COC(=O)c1nn(-c2ccc(Oc3ccccc3)cc2)c(=O)cc1O
  A: 2.5; B: 0.6; C: -9.9; D: 2.0; E: -4.3; F: -11.9; G: -9.1; H: 11.1; I: 0.6
> NC(=O)COC(=O)c1cccc2c1-c1ccccc1C2=O
  A: -2.8; B: -0.6; C: 3.5; D: 1.6; E: 2.9; F: -2.6; G: 4.2; H: -2.2; I: 11.2
> O=C(CSc1nncs1)Nc1ccc(Cl)cn1
  A: 6.5; B: 1.5; C: -0.6; D: 7.2; E: -1.7; F: 3.2; G: -14.9; H: -1.5; I: -11.3
> C[C@H](NC(=O)OC(C)(C)C)C(=O)N/N=C/c1ccc2nccnc2c1
  A: 1.0; B: 1.4; C: 1.0; D: 3.2; E: .; F: 18.8; G: -2.5; H: -18.1; I: -8.1

# Structures from the list above containing a nitro group on carbon, in the order listed:
# Labels used below: A = eIF4E-4G inh; B = S1P4 ag; C = p97 inhibitor; D = PGE2 EP2 inh; E = NPY Y1 blocker; F = NPY-Y1 PAM-ag; G = S1P4 antag; H = EP2 mod; I = NPY2 pot ag
> Cc1ccc(NC(=O)Nc2nnc(Cc3ccc([N+](=O)[O-])cc3)s2)cc1C
  A: -0.4; B: 4.5; C: 1.9; D: 3.1; E: 6.7; F: -2.3; G: -2.0; H: 3.0; I: 10.7
> Cc1ccc(C)c(NC(=O)c2cccc(Oc3ccc([N+](=O)[O-])cc3Cl)c2)c1
  A: 6.7; B: 2.1; C: -0.1; D: 5.8; E: 2.7; F: -32.1; G: -17.0; H: -7.3; I: 7.3
> O=[N+]([O-])c1cccnc1SCc1c(F)cccc1Cl
  A: -0.8; B: -1.7; C: 11.3; D: 5.8; E: .; F: -0.9; G: 11.4; H: 58.9; I: -8.1
> Cc1ccc(S(=O)(=O)Nc2nccs2)cc1[N+](=O)[O-]
  A: -0.8; B: 2.2; C: 1.6; D: 12.2; E: 6.9; F: -3.9; G: -4.8; H: 11.1; I: -2.5
> O=C(NCCCN1CCOCC1)c1ccccc1NS(=O)(=O)c1cc([N+](=O)[O-])ccc1Cl
  A: 0.2; B: 0.8; C: -1.8; D: 4.3; E: -2.6; F: 17.9; G: 2.9; H: 30.5; I: 3.9
> Cc1ccc(NC(=O)Cn2nc(C)c([N+](=O)[O-])c2C)cc1Cl
  A: 4.2; B: 2.6; C: 1.2; D: 4.1; E: -6.3; F: -4.2; G: -4.6; H: -24.7; I: 8.8
> O=[N+]([O-])c1cc([N+](=O)[O-])c2cccnc2c1O
  A: -1.5; B: -1.5; C: -0.5; D: 7.1; E: .; F: -28.5; G: 4.9; H: -11.1; I: -22.8
> O=C(c1cccs1)N1CCN(Cc2ccccc2[N+](=O)[O-])CC1
  A: 5.3; B: -0.5; C: 1.6; D: 5.7; E: -6.7; F: 2.7; G: -10.4; H: -75.9; I: 3.1
> O=C(O)c1cc(NS(=O)(=O)c2ccc(N3CCOCC3)c([N+](=O)[O-])c2)cc(C(=O)O)c1
  A: 0.4[fluorescence artefact?]; B: 2.0; C: -4.0; D: 9.4; E: 5.4; F: -6.6; G: -16.2; H: 34.0; I: -0.9
